Tau fluor cs – counter-screen for tau fibril formation inhibitors | AID 1463 | Potency, µM (doses to about 57.7 µM), for inactives: at the top dose activity change, negative = decrease | hit rate 0.93% among 280,000 | tau K18 P301L Alexa594 fluorescence, heparin fibrillization; further: on the % scale 0 is the no-effect control and ±100 the full control effect; nearly all actives have a fitted effect of over 55% in size
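Human tau K18 P301L (15 uM unlabeled, 0.24 uM Alexa 594-labeled) in 100 mM sodium acetate pH 7 with 20 uM heparin, 6 hr at 37 C. ThT 30 uM added, 1 hr ambient; Alexa 594 FP and total fluorescence read at 555/632 nm.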
Epigenetic reg – derepresses silenced GFP reporter in murine cells | murine LDR cells, GFP reporter derepression, 30 h | Potency, µM (top dose mostly 53.9 µM), for the others: at the top dose GFP activation, hits mostly activators | hit rate 0.2% among 280,000; further: % of control where 0% means no effect; nearly all actives have a fitted effect of over 60% in size
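Readout is the number of GFP-expressing murine LDR cells, counted by cytometry following washing. Cells were treated with compound for 30 h at 37 C; the stably integrated CMV-GFP locus is normally silent.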
GAA inhib – alpha-glucosidase (human) inhibition; P10253; purified human GAA, 4-MU-alpha-glucoside fluorescence; Potency, µM (titrated, usually from 76.9 µM), without a hit: at the top dose activity change, negative = inhibition, hits mostly inhibitors; hit rate 0.005% among 200,000;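 further: plate controls were uninhibited enzyme wells for no effect and no-enzyme background for full effect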
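Enzyme (4 nM final) mixed with compound (up to 77 uM), then 4-MU-alpha-D-pyranoside (400 uM final) added; 20 min at room temperature, pH 5.0. Reaction stopped at pH 10, fluorescence read, AC50 derived by Hill fit.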
GAA glycogen mod – GAA glycogen-cleavage inhibition or activation | P10253 | recombinant GAA, glycogen substrate, Amplex Red glucose oxidase fluorescence | Potency, µM (highest dose often 76.4 µM), for inactives: top-dose activity change, negative = inhibition, actives largely listed as inhibitors | hit rate 0.38% among 300,000;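 further: 0% = full enzyme reaction and -100% = no-enzyme basal signal; the screen sought inhibitors and activators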
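Recombinant enzyme (4 nM final) with compounds titrated up to 77 uM and bovine liver glycogen (30 ug) in citrate pH 5.0, 0.01% Tween-20, 37 C 40 min. Released glucose detected by Amplex Red/glucose oxidase (Ex 573/Em 610); AC50 from Hill fits.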
GLA spleen mod – inhibitors or activators of human alpha-galactosidase in spleen homogenate | Potency, µM (doses to about 80 µM), for the others: at the top dose activity change, negative = inhibition, hits mostly inhibitors | hit rate 0.008% among 240,000 | human spleen homogenate, 4MU-alpha-Gal fluorescence, 40 min;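 further: 0% = enzyme with vehicle and -100% = no enzyme basal signal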
Target sequence (P06280 32-429 limits assumed): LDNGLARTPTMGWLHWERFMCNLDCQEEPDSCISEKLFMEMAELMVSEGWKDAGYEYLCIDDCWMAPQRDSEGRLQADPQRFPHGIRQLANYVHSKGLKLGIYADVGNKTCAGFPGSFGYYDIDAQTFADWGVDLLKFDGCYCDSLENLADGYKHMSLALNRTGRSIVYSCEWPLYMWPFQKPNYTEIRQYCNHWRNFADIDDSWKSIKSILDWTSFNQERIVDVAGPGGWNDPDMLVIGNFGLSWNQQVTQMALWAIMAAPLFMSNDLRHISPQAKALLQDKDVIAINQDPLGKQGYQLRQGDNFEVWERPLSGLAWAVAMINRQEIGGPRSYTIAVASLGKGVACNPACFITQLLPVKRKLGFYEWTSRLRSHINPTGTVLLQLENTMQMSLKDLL
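Inhibition or activation of alpha-galactosidase in human spleen homogenate is scored by 4-MU fluorescence after 40 min at 37C, pH 5.0, with 1 mM substrate. AC50s come from concentration-response fitted to the Hill equation.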
GAA spleen mod – lysosomal alpha-glucosidase (human) modulation. P10253. human spleen homogenate, 4-MU-alpha-glucoside fluorescence. Potency, µM (top dose mostly 79.9 µM), without a hit: at the highest dose activity change, negative = inhibition, hits mostly inhibitors. hit rate 0.006% among 240,000;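 further: 0% = enzyme with vehicle and -100% = no enzyme basal signal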
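AC50 values come from Hill-equation fits of concentration-response data, normalized to no-enzyme and full-activity controls. Enzyme source: 1 ug human spleen homogenate; 1 mM fluorogenic 4-MU glucoside, pH 5.0 citrate buffer, 37 C, 40 min.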
ALDH1A1 block – ALDH1A1 (human) enzyme inhibition; P00352; Purified ALDH1A1, NADH fluorescence, propionaldehyde substrate; Potency, µM (titrated, usually from 75.3 µM), without a hit: at the highest dose activity, negative = inhibition, usual class: inhibitors; hit rate 7.3% among 220,000; AID 1030; active means well fitted inhibition curve with a large enough effect, not every such curve was filed as active; inconclusive means small, poorly fitted or top-dose-only effect, or another doubt; inactive means no such curve, though single readings can be large or run the other way;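 further: plate controls were no enzyme wells and a reference inhibitor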
Target sequence (P00352 whole entry, looked up): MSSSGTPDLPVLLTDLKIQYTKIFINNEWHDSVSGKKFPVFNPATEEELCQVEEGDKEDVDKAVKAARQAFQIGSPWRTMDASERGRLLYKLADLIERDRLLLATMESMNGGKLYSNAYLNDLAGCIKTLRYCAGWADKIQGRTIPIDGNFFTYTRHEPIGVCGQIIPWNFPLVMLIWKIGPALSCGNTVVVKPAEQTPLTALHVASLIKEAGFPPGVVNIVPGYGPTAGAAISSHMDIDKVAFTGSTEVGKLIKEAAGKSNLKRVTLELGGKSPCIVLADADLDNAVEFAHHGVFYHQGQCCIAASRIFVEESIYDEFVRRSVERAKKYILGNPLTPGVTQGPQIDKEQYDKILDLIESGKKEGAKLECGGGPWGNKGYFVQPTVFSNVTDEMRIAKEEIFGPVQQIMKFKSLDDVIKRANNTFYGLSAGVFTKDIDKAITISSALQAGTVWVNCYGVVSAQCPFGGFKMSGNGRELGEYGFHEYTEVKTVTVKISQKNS
NPSR antag – neuropeptide S receptor (human) antagonism, cAMP; Q6W5P4; CHO-NPSR cells, cAMP TR-FRET, antagonist mode; Potency, µM (titrated, usually from 38.3 µM), without a hit: top-dose activity change, negative = inhibition, actives largely listed as inhibitors; hit rate 1% among 220,000; AID 1461; further: on the % scale 0 is the no-effect control and ±100 the full control effect; nearly all actives have a fitted effect of over 50% in size; many of its hits are not listed in these tables
* marks the source's active call; other numbers are inactive results; ? = inconclusive; · = no result given; [ ] = another dose, or the depositor's remark. Unless noted, the call rests on the fitted dose curve; in most records, active means well fitted curve in the direction sought with a large enough effect; inconclusive means small, poorly fitted or top-dose-only effect, or another doubt; inactive means no such curve, though single readings can be large; an effect the other way counts as inactive or inconclusive. Potency means the concentration at half of the fitted maximal effect. This is a subset; rates above refer to the full screens.

compound	Epigenetic reg	GAA spleen mod	ALDH1A1 block	Tau fluor cs	GAA glycogen mod	GAA inhib	GLA spleen mod	NPSR antag
CCCCC(=O)Nc1ccccc1N1CCN(c2ccccc2)CC1	-0.3%	-15%	2%	-15%	-12%	-2%	3%	-42%
Oc1ccccc1-c1cc(-c2ccccc2)no1	1.4%	6%	4%	-9%	3%	1%	11%	-4%[46.1 µM]
COC(=O)[C@@H](N)Cc1ccc(O)c(O)c1	-0.2%	2%	7%	-21%	·	·	11%	4%[46.1 µM]
CCOC(=O)N1CCN(S(=O)(=O)c2ccc(Br)s2)CC1	-0.8%	-2%	1%	-1%	3%	?	5%	-17%[46.1 µM]
COc1cc(C(=O)OCC(=O)NCCN2C(=O)CSC2=O)ccc1OCc1c(C)noc1C	1.1%	·	-13%	0%	7%	1%	-14%	0%
CCC(C)(C)n1nnnc1CN(Cc1cc2cc(OC)c(OC)cc2[nH]c1=O)C1CCCC1	1.0%	21%	?	-14%	1%	?	?	-25%[46.1 µM]
NC(=O)c1sc(=S)n2c1[nH]c(=O)c1sccc12	-0.6%	-7%	?	-26%	-12%	-3%	5%	-21%
Cn1/c(=N\NC(=O)C2CCCCC2)sc2ccccc21	-1.3%	·	?	-3%	-6%	7%	-3%	-1%
O=C(CCN1C(=O)C2C3C=CC(C3)C2C1=O)Nc1c(F)cccc1F (stereo unspecified)	-0.9%	1%	-8%	3%	3%	9%	-1%	0%[46.1 µM]
N#CCCN1CCN(C(=O)c2c(N)no[n+]2[O-])CC1	0.2%	3%	2%	-9%	6%	5%	5%	8%
COc1ccc(C(=O)/C=C(\N)C(F)(F)F)c(O)c1	-6.5%	-4%	8.9µM*	3%	11%	-3%	-3%	-20%[46.1 µM]
CCCc1cc(=O)[nH]c(SCC(=O)N2CCC(C(=O)OCC)CC2)n1	0.8%	4%	?	-6%	-3%	-4%	-1%	-12%[46.1 µM]

In another format: 2 of the compounds above
CCC(C)(C)n1nnnc1CN(Cc1cc2cc(OC)c(OC)cc2[nH]c1=O)C1CCCC1
  Epigenetic reg = 1.0%
  GAA spleen mod = 21%
  ALDH1A1 block = ?
  Tau fluor cs = -14%
  GAA glycogen mod = 1%
  GAA inhib = ?
  GLA spleen mod = ?
  NPSR antag = -25%[46.1 µM]
NC(=O)c1sc(=S)n2c1[nH]c(=O)c1sccc12
  Epigenetic reg = -0.6%
  GAA spleen mod = -7%
  ALDH1A1 block = ?
  Tau fluor cs = -26%
  GAA glycogen mod = -12%
  GAA inhib = -3%
  GLA spleen mod = 5%
  NPSR antag = -21%

(cont.)
compound	Epigenetic reg	GAA spleen mod	ALDH1A1 block	Tau fluor cs	GAA glycogen mod	GAA inhib	GLA spleen mod	NPSR antag
O=c1c(-c2ccc3c(c2)OCCO3)coc2cc(O)cc(O)c12	0.9%	-1%	16µM*	-25%	-8%	-6%	-5%	?
Cc1ccc(S(=O)(=O)N2CCCCC2C(=O)O)cc1 (stereo unspecified)	0.0%	1%	?	7%[2.34 µM]	9%	?	5%	-4%
Cc1ccc(OC(F)F)c(NC(=O)Nc2cccc(C(F)(F)F)c2)c1	0.1%	3%	5%	?	-26%	-3%	9%	?
COc1cccc(C(=O)N2CCn3c2nc2ccccc23)c1	0.0%	6%	-2%	5%	-1%	5%	12%	10%
CCCCCC(=O)N/N=C(\C)c1ccc(N2CCCCC2)cc1	6.3%	-2%	?	6%	-3%	5%	-9%	9%
c1cc2[nH]snc2c2nc(C3CC3)nc12	0.0%	-8%	-9%	-13%	-3%	3%	-10%	14%[46.1 µM]
CCOC(=O)Cc1csc(NC(=O)/C=C/c2cccc(Br)c2)n1	4.0%	-24%	-7%	-11%	-1%	-8%	2%	-8%
O=C1CSC(c2c(F)cccc2Cl)N1c1cccc(F)c1 (stereo unspecified)	0.0%	-2%	-7%	-2%	5%	1%	5%	-24%[46.1 µM]
O=C(O)COc1ccc2c(c1)CCCC2	0.0%	-3%	2%	-6%	0%	-5%	-7%	0%[46.1 µM]
C[C@@H]1CC=C[C@@H]2[C@H]1C(=O)N(Cc1ccccc1)[C@H]2c1cccc(C#Cc2ccccc2)c1	0.6%	3%	?	-4%[81.3 µM]	·	·	7%	·
Cc1cccc(N2CCC(N3CCN(C4CCCCC4)C(CCO)C3)CC2)c1C (stereo unspecified)	0.0%	3%	3.5µM*	-39%	-20%	4%	7%	7%
Cc1cc(Cl)ccc1C(=O)C1CCCN(C(=O)/C=C/c2cnn(C)c2)C1 (stereo unspecified)	-0.4%	-14%	-5%	-6%	-11%	-1%	-8%	10%

Brought forward from above: 2 entries, then new ones.
compound	Epigenetic reg	GAA spleen mod	ALDH1A1 block	Tau fluor cs	GAA glycogen mod	GAA inhib	GLA spleen mod	NPSR antag
Cc1cccc(N2CCC(N3CCN(C4CCCCC4)C(CCO)C3)CC2)c1C (stereo unspecified)	0.0%	3%	3.5µM*	-39%	-20%	4%	7%	7%
Cc1cc(Cl)ccc1C(=O)C1CCCN(C(=O)/C=C/c2cnn(C)c2)C1 (stereo unspecified)	-0.4%	-14%	-5%	-6%	-11%	-1%	-8%	10%
CN1CC(=O)NC1=NC(=O)c1ccc(Cl)c(S(=O)(=O)N2CCCCCC2)c1	2.3%	-1%	12%	-16%	-3%	-7%	6%	-4%[46.1 µM]
COc1ccc(C(=S)Nc2ccc(C)cc2)cc1	0.0%	2%	?	0%	1%	-9%	-2%	-9%[46.1 µM]
COc1ccccc1OCCNC(=O)c1ccc(S(=O)(=O)N(C)C)cc1	-1.1%	-4%	-6%	-9%	-1%	-7%	-3%	-4%[46.1 µM]
COc1cc2c(cc1NC(=O)c1cc(-c3cccnc3)nc3ccc(C)cc13)oc1ccccc12	-1.6%	6%	-4%	-6%	-11%	?	4%	-14%[46.1 µM]
COc1c(Br)cc(Br)cc1C(=O)O	0.0%	-1%	4%	4%	-5%	11%	-2%	-7%[46.1 µM]
O=S(=O)(Nc1cccc2ccccc12)c1ccccc1	2.8%	-2%	·	-21%	5%	·	-1%	43%
CNS(=O)(=O)c1cccc(C(=O)OCc2cc(Cl)cc3c2OCOC3)c1	-10%	11%	2%	?	-5%	-16%	4%	-9%[46.1 µM]
COC(=O)c1cc(NC(=O)C2CC=CCC2C(=O)O)cc(C(=O)OC)c1 (stereo unspecified)	0.0%	-1%	13µM*	-3%	1%	2%	-15%	-10%[46.1 µM]
Cc1cnc(NC(=O)CN(C)S(=O)(=O)c2ccc(Cl)cc2)s1	-0.7%	6%	6%	-6%	1%	-1%	6%	14%[46.1 µM]
COC(=O)C1=C(C)N(c2ccc(Cl)c(Cl)c2)C(=O)C1	8.3%	6%	?	-7%	-14%	-2%	5%	-11%[46.1 µM]
CCOc1ccc(S(=O)(=O)NCc2ccc(F)cc2)c2cccnc12	0.0%	3%	?	-2%	-2%	6%	-1%	1%[46.1 µM]
O=c1oc2ccccc2cc1NCc1ccccc1O	2.0%	-7%	-3%	0%	-6%	5%	0%	2%
COc1ccc(C(=O)COC(=O)CN2C(=O)NC(C)(C)C2=O)cc1OC	1.9%	3%	-13%	-6%	-2%	-4%	4%	-6%[46.1 µM]
CCOC(=O)c1nc[nH]c1C	0.1%	0%	-4%	3%	-4%	9%	7%	-5%[46.1 µM]
Cc1cc(S(=O)(=O)N2CCN(Cc3ccccc3)CC2)c(C)s1	-2.7%	3%	8%	-16%	-5%	-7%	3%	-21%[46.1 µM]
COCC(C)n1c(C)cc(C(=O)COC(=O)/C=C/c2cccc(F)c2)c1C (stereo unspecified)	2.6%	1%	3%	-13%	-4%	-5%	4%	12%
CN1CCN(c2ccc(Cl)cc2NC(=O)c2nn(-c3ccccc3)c(=O)c3ccccc23)CC1	-4.0%	-6%	1%	-7%	11%	-5%	-1%	-21%[46.1 µM]
c1cncc(-c2nc(NCC3COc4ccccc4O3)c3ccccc3n2)c1 (stereo unspecified)	-2.0%	-20%	?	?	-16%	1%	-12%	?
Cn1c(C(=O)NCCN2CCCCCC2)cc2c(=O)n(C)c3ccccc3c21	-1.0%	-4%	?	-14%	14%	-14%	0%	-9%[46.1 µM]
CC1(C)Cc2c(sc(NC(=O)C(C)(C)C)c2C#N)C(C)(C)N1	0.0%	5%	3%	3%	5%	2%	6%	3%
O=C(c1ccc(-n2c(SCc3cc(F)ccc3F)nc3ccccc3c2=O)cc1)N1CCOCC1	5.2%	2%	35µM*	7%	1%	-14%	2%	-57%
CCCCn1c(SCc2cccc([N+](=O)[O-])c2)nc2ccsc2c1=O	2.3%	2%	?	-25%	-4%	-1%	13%	-52%
Cc1cc(NC(=O)CSc2nnc(-c3cccs3)n2N)no1	1.0%	-8%	?	-6%	25%	-3%	?	-3%[46.1 µM]
O=C(Oc1c(-c2ccccc2)c(=O)n2c3c(cccc13)CC2)c1ccco1	0.1%	7%	·	-25%	-6%	·	9%	16%
COc1ccccc1N1CCN(CCOc2c(OC)cccc2OC)CC1	-0.2%	9%	0%	-2%	17%	-8%	9%	-1%[46.1 µM]
CCOc1ncccc1C(=O)Nc1nnc(C(CC)CC)s1	-1.3%	1%	4.5µM*	-12%	9%	-2%	0%	-24%
Cc1ccc(C(=O)O)cc1N=Cc1cc(Br)cc(Br)c1O	-1.8%	-2%	?	-10%	9%	-5%	-6%	-31%
O=C(COc1ccccc1)Nc1ccc(S(=O)(=O)Nc2ncccn2)cc1	10%	1%	4%	4%	2%	-5%	2%	-8%
NC(=O)Nc1ccc(C(=O)OCC(=O)N(Cc2ccccc2)C2CCS(=O)(=O)C2)cc1 (stereo unspecified)	9.7%	-1%	-5%	-9%	-3%	-1%	-3%	-5%
Cc1ccc(NC(=O)C2CC(=O)Nc3nncn32)cc1 (stereo unspecified)	-0.6%	0%	?	6%	28%	?	-3%	7%
COc1ccccc1NC(=O)CSc1nnc(C2CCCCC2)o1	3.6%	-3%	-7%	-10%	2%	2%	-3%	-7%[46.1 µM]
CN(C)CCCCCN(C)Cc1cc2ccccc2o1	-0.1%	·	2%	-2%	3%	-2%	7%	5%
C/C(=N/O)c1no[n+]([O-])c1/C(C)=N\O	0.1%	-6%	·	6%	6%	·	-7%	11%

Bioassay records: PubChem, National Center for Advancing Translational Sciences (NCATS)
